# DT40 TDP1 no CPT = qHTS for Inhibitors of human tyrosyl-DNA phosphodiesterase 1 (TDP1): qHTS in cells in absence of CPT | hit rate 15% among 420,000 | AID 686978, 2013 | DT40 Tdp1-/- hTDP1 cells, no CPT, ATP luminescence, 48 h | Potency, µM (doses to about 46.2 µM), for the others: at the top dose activity change, negative = growth inhibition, hits mostly inhibitors; also: nearly all actives have a fitted effect of over 55% in size
#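 Seeded 400 DT40-hTDP1 cells/well (vehicle DMSO, no 20 nM CPT); pinned compounds; ≥48 hr at 37 °C; CellTiter-Glo luminescence as viability measure.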
# TDP1 block = qHTS Assay for Inhibitors of Tyrosyl-DNA Phosphodiesterase (TDP1); recombinant TDP1, AlphaScreen DNA substrate cleavage; Potency, µM (top dose mostly 130 µM), for the others: at the highest dose activity change, negative = inhibition, most hits filed as inhibitors; hit rate 0.28% among 350,000; AID 485290, 2010; also: nearly all actives have a fitted effect of over 40% in size
# Target sequence (Q9NUW8 whole entry, looked up): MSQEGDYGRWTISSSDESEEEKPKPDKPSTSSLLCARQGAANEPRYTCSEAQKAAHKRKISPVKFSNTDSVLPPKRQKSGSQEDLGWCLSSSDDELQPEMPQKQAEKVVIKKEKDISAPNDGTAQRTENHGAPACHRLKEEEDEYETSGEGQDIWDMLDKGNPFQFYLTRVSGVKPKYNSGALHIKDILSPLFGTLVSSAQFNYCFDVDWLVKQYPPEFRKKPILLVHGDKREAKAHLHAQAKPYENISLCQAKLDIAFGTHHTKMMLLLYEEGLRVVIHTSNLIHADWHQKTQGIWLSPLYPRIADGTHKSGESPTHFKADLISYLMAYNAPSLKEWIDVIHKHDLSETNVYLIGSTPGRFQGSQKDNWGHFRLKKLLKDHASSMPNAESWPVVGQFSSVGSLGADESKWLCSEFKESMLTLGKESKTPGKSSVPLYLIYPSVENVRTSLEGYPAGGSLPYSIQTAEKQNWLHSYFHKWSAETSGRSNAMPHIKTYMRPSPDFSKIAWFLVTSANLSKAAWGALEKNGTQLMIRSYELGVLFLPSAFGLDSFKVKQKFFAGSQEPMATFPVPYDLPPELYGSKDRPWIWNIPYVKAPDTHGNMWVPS
#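 E. coli-derived human Tdp1, 1 nM final. Cpd preinc 15 min RT; substrate 15 nM final, 5 min RT; AS bead mix 10 ug/ml final, 10 min RT. Signal loss = tyrosine-FITC cleavage. No-enzyme wells = max signal.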
# N370S GC mod = qHTS Assay for Inhibitors and Activators of N370S glucocerebrosidase as a Potential Chaperone Treatment of Gaucher Disease | Lysosomal acid glucosylceramidase (Homo sapiens), P04062 | N370S GC spleen homogenate, 4MU-glucoside fluorescence | Potency, µM (doses to about 59.4 µM), for the others: at the highest dose activity change, negative = inhibition, hits mostly inhibitors | hit rate 0.092% among 330,000 | AID 2101, 2009;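 also: 0% = full enzyme activity and -100% = no enzyme basal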
# Starred values were filed as active, the others as inactive; ? = inconclusive; / = not tested or not shown; [ ] = another dose, or the depositor's remark. Calls follow the shape of the dose curve; as a rule, active = well fitted curve in the direction sought with a large enough effect; inconclusive = small, poorly fitted or top-dose-only effect, or another doubt; inactive = no such curve, though single readings can be large; an effect the other way counts as inactive or inconclusive. Unless noted, % is scaled to controls: 0 for no effect and ±100 for the full control effect; potency is read from the fitted curve at half-maximal effect.
SMILES,DT40 TDP1 no CPT,TDP1 block,N370S GC mod
COc1cccc(N2CCN(C(=O)c3cnn(-c4ccccc4Cl)c3C3CCN(C(=O)OC(C)(C)C)CC3)CC2)c1,21µM*,5%,/
COc1ccc(-c2cc(C(C)=O)c(C)n2CCC(=O)Nc2ccc(C(F)(F)F)cc2)cc1,13µM*,5%,/
CC12C(=O)N(c3nccs3)C(=O)C1C1C=CC2C1 (stereo not drawn),-17%,22µM*,5%
CC(=Nc1ccc(C)cc1C)c1sc2ccccc2c1O,18µM*,0%,9%
CC(C)(C)n1ncc2c(=O)n(CC(=O)NCc3ccc(F)cc3)cnc21,8.2µM*,2%,3%
O=C(Nc1ccc2c(c1)OCO2)C1CC(c2ccc(Cl)cc2)=NO1 (stereo not drawn),0%,9%,-17%
CNC(=O)C1CCN(S(=O)(=O)c2c(C)noc2/C=C/c2ccccc2F)CC1,-14%,/,-4%
O=C(NNC(=O)c1ccco1)c1csc(N2CCOCC2)n1,-3%,/,-21%
O=C(NC1CC2CCCC(C1)N2CC(=O)N1CCCc2ccccc21)C1CCCCC1 (stereo not drawn),-30%,1%,-23%
CCCNC(=O)c1ccccc1NC(=O)c1cccc(-n2cnnn2)c1,?,0%,/
Cc1onc(-c2ccccc2Cl)c1C(=O)Nc1ccc(Br)cc1,-29%,/,-11%
N#Cc1ccccc1COC(=O)c1cccnc1N,?,-4%,-4%
Cc1cccc(C)c1OCc1cc(C(=O)N(C)CCc2ccccn2)no1,?,3%,-9%
C[C@@H]1CC[C@H]2C(=O)N3[C@@H](CC[C@@H](C)[C@@H]3c3ccc(Br)cc3)C(=O)N2[C@H]1c1ccc(Br)cc1,?,0%,-27%
CC1CCCN(S(=O)(=O)c2ccc(NC(=O)c3nc(SC(C)C)ncc3Cl)cc2)C1 (stereo not drawn),13µM*,0%,/
COc1ccc(-n2c(=O)c3ccccc3n(CC(=O)NC3CCCCC3)c2=O)cc1,-16%,5%,3%
O=Cc1c(NCc2cccc(F)c2)c2ccccc2[nH]c1=O,-14%,/,11%
COc1ccc(C(C)=O)cc1COC(=O)c1ccc2c(c1)OCO2,-18%,1%,9%[2.35 µM]
O=C(COC(=O)c1ccc(Br)o1)Nc1nc2ccccc2s1,-2%,2%,-7%
Cc1ccc(N(C(=O)CNC(=O)c2ccco2)C(C(=O)NC2CCCCC2)c2ccncc2)c(C)c1 (stereo not drawn),9%,/,-12%
NC(=O)C[n+]1cccc2ccccc21,-17%,4%,3%
C=CCn1cc(/C=C2\SC(N3CCOCC3)=NC2=O)c2ccccc21,?,/,25%
N#CC(C#N)=C1c2cc(S(=O)(=O)NCCO)ccc2-c2ccc(S(=O)(=O)NCCO)cc21,?,/,-12%
O=C(O)C(Cc1c[nH]c2ccccc12)NS(=O)(=O)c1cccc(Cl)c1Cl (stereo not drawn),-13%,/,-6%
COc1ccc(NCc2cc(=O)oc3cc(NC(C)=O)ccc23)cc1,-18%,/,-2%

# Next part:
SMILES,DT40 TDP1 no CPT,TDP1 block,N370S GC mod
COc1ccc(CC(=O)NC(C)c2nnc(SCc3nc4ccccc4c(=O)[nH]3)n2C)cc1 (stereo not drawn),3%,4%,4%
CCc1ccccc1N(C)C(=O)c1cnc(N2CCOCC2)c2ccccc12,-72%,7%,/
O=S(N1CCc2ccccc21)C12CC3CC(CC(C3)C1)C2 (stereo not drawn),-22%,0%,-7%
CCOC(=O)N/N=C1/C[C@@H](O)[C@@H](O)[C@@H]2[C@@H]3C(=O)N(CC)C(=O)[C@H]3CC[C@@H]12,/,7%[21 µM],-16%[12.8 µM]
Cc1cc(C)c(C)c(S(=O)(=O)NCc2cccnc2)c1C,-7%,2%,1%
Cc1cc2oc(=O)cc(Cn3ccnc3)c2cc1C,-4%,-1%,11%
O=S(=O)(c1ccc2c(c1)OCCO2)N1CCC(c2nc3ccc(Cl)cc3[nH]2)CC1,12µM*,4%,-26%
Cc1ccc(NC(=S)NCc2ccc(S(N)(=O)=O)cc2)c(C)c1,-15%,-6%,6%
S=c1[nH]nc(C2COc3ccccc3O2)o1 (stereo not drawn),-21%,/,8%
COc1ccc(OC)c(Nc2cc(C)c3ccccc3n2)c1,?,/,12%
Cc1ccc(Cn2c(CN3CCC(C(=O)NCCc4ccccc4)CC3)cc3ccccc32)cc1,16µM*,11%,/
CN(C)c1ccc(C2/C(=C(/O)c3ccccc3)C(=O)C(=O)N2CCCC(=O)O)cc1 (stereo not drawn),3%,/,-9%
Nc1nc(N)nc(-c2cc(C(F)(F)F)ccc2Cl)n1,-23%,-1%,-27%
BrC(=C\c1ccccc1)/C=N/Nc1nc2ccccc2[nH]1,?,1%,-4%
Cc1cc(N2C(=O)C(O)=C(C(=O)c3ccco3)C2c2ccc([N+](=O)[O-])cc2)no1 (stereo not drawn),14%,6%,-8%
COc1ccc(C2c3ccc4ccccc4c3Oc3ncn(CCO)c(=N)c32)cc1OC (stereo not drawn),21µM*,/,?
CC(C)C[C@@]12C(=O)N(c3cccc(F)c3)C(=O)N1[C@H](c1ccc(F)cc1)[C@@H]1C(=O)N(C3CCCCC3)C(=O)[C@@H]12,?,0%,-11%
OC(CNCc1cccnc1)COc1ccc2ccccc2c1 (stereo not drawn),-1%,4%,-6%
COc1ccc(Oc2ncc3nc(-c4ccccc4)c(=O)n(C[C@H]4CCCO4)c3n2)cc1,-11%,/,10%
Cc1[nH]n(-c2ccccc2)c(=O)c1C=Nc1cnc2ccccc2c1,-26%,6%,16%
COc1ccc(-c2nc3scc(CCNS(=O)(=O)c4c(C)noc4C)n3n2)cc1OC,?,5%,/
CN(C(=O)c1cccc([N+](=O)[O-])c1)c1ccccc1C(=O)NCc1ccccc1,?,4%,-11%
N#CCCN1CCN(C2=NC(=O)/C(=C\c3cccs3)S2)CC1,-3%,3%,16%
Cc1cc([N+](=O)[O-])nn1CC(=O)c1ccccc1,0%,0%,6%
CC1=C(C(=O)Nc2ccccc2C)C(c2ccc(C)o2)NC(=S)N1 (stereo not drawn),2%,-3%,4%

# (cont.)
SMILES,DT40 TDP1 no CPT,TDP1 block,N370S GC mod
CC1CCCCN1C(=O)c1ccc(NC(=O)c2ccccc2Cl)cc1 (stereo not drawn),-29%,0%,-5%
CCOC(=O)C1(CCOc2ccccc2)CCN(Cc2ccc(COC)o2)CC1,?,/,-8%
O=C(Nc1ccc(C(=O)N2CCN(c3ccc(F)cc3)CC2)cc1)C1=CSCCO1,-24%,5%,-4%
CCN(CC)S(=O)(=O)c1ccc(NC(=O)COC(=O)c2cc(S(=O)(=O)Nc3ccc(OC)cc3)ccc2O)cc1,?,-3%,?
O=C(Cc1ccc(Cl)cc1)NNC(=O)C(=O)NC1CCCCC1,-16%,-2%,/
CCOc1ccc(CCNC(=O)Cn2nc(CC)n3c(cc4sccc43)c2=O)cc1,-2%,0%,/
Cc1ccc(S(=O)(=O)Nc2ccsc2C#N)cc1,12%,/,1%
COc1ccccc1-c1nn(-c2ccccc2)cc1C(=O)NC1CC1,-6%,1%,/
Cc1cccc(OCc2nc3ccccc3c(=O)n2N)c1,29µM*,5%,6%
O=C(Nc1cccc(F)c1)Nc1ccnn1C1CCN(C(=O)c2cscn2)CC1,-3%,5%,-1%
O=C(c1ccncc1)N1c2ccccc2Sc2ccccc21,9.2µM*,4%,9%
CSc1nsc(SCC(=O)N2CCN(c3ccccc3)CC2)n1,?,11%,4%
COc1ccccc1CNC(=O)c1oc2ccc3c(c2c1C)C(=O)CC(C)(C)O3,16µM*,-1%,/
CCC(C)NC(=O)Cn1ncc2c(C)n(Cc3ccc(F)cc3)c(C)c2c1=O (stereo not drawn),?,8%,/
O=C(OCCCOC(=O)c1ccc([N+](=O)[O-])o1)c1ccc([N+](=O)[O-])o1,-14%,/,-1%
O=C(COc1ccccc1-c1ccccc1)N/N=C/c1ccc2ccccc2c1,0.92µM*,-1%,28%
COc1ccc(/C=C2\SC(=S)N(CCCC(=O)N3CCN(C)CC3)C2=O)cc1,?,1%[0.0935 µM],-13%
Cc1cccc(N2CCC(N3CCN(C4CCCCC4)C(CCO)C3)CC2)c1C (stereo not drawn),?,3%,-5%
C=CCC[C@H](Cc1ccc(F)cc1)C(=O)OC[C@H](Cc1c[nH]c2ccccc12)NC(=O)[C@H](CC=C)CC(=O)N(CCO)Cc1ccccc1,26µM*,3%,/
CC(=O)Nc1cccc(OCCCNS(=O)(=O)c2ccc(C#N)cc2)c1,?,5%,-16%
Cc1ccccc1NC(=O)CCN1C(=O)CSC1=O,-6%,6%,0%
COc1ccc(NC(=O)CN(c2ccc([N+](=O)[O-])cc2)S(=O)(=O)c2ccccc2)cc1,?,-3%,-4%
CCOC(=O)c1c(C)[nH]c(C)c1S(=O)(=O)N1CCC(C(=O)NCc2ccc(N(C)C)cc2)CC1,-19%,-3%,/
Cc1ccc(S(=O)(=O)N(CCC(=O)N2CCOCC2)c2ccccc2)cc1,-11%,3%,-2%
O=C(CSC1=Nc2ccccc2C2CC=NN12)Nc1ccc(F)c(F)c1F (stereo not drawn),5%,0%,/

# Exported bar-delimited: part of the list above
canonical_smiles | DT40 TDP1 no CPT | TDP1 block | N370S GC mod
O=C(c1ccncc1)N1c2ccccc2Sc2ccccc21 | 9.2µM* | 4% | 9%
CSc1nsc(SCC(=O)N2CCN(c3ccccc3)CC2)n1 | ? | 11% | 4%
COc1ccccc1CNC(=O)c1oc2ccc3c(c2c1C)C(=O)CC(C)(C)O3 | 16µM* | -1% | /

# Compounds from the list above containing a thiophene ring, fused or not (four):
SMILES,DT40 TDP1 no CPT,TDP1 block,N370S GC mod
CC(=Nc1ccc(C)cc1C)c1sc2ccccc2c1O,18µM*,0%,9%
N#CCCN1CCN(C2=NC(=O)/C(=C\c3cccs3)S2)CC1,-3%,3%,16%
CCOc1ccc(CCNC(=O)Cn2nc(CC)n3c(cc4sccc43)c2=O)cc1,-2%,0%,/
Cc1ccc(S(=O)(=O)Nc2ccsc2C#N)cc1,12%,/,1%

# Remaining list, next part
SMILES,DT40 TDP1 no CPT,TDP1 block,N370S GC mod
Cc1coc2c(C)c3oc(=O)c(CC(=O)N4CCCCC4)c(C)c3cc12,?,7%,/
COc1cccc(C2C(C(=O)OCc3ccccc3)=C(C)Nc3ncnn32)c1OC (stereo not drawn),-16%,0%,-3%
Cn1c(=O)c(C#N)c(-c2ccc(F)cc2)c2cc(C(=O)c3cc(Cl)cc(Cl)c3O)cnc21,?,/,-8%
CC(C)(C)OC(=O)NCCCCCNC(=O)c1[nH]cnc1C(=O)Nc1ccc(Cl)cc1,15µM*,0%,/
O=C(CN1CCCN(Cc2ccc(F)cc2Cl)C1=O)NCc1ccccc1,?,3%,16%
CCc1sc(C(=O)N2CCN(c3ncccn3)CC2)cc1Br,2%,0%,-19%
CCc1nnc(NC(=O)c2ccc(S(C)(=O)=O)cc2)s1,?,6%,-6%
Cc1[nH]n(C(N)=S)c(=O)c1N=Nc1cccc(C(F)(F)F)c1,?,/,-21%
CCNc1ncc2nc(-c3cccs3)c(=O)n(C)c2n1,2%,/,?
CCOC(=O)c1ccc(N2CN(CCc3ccccc3)CNC2=S)cc1,?,0%,2%
O=C(COCc1cc(-c2ccc3c(c2)OCO3)on1)Nc1cccc(O)c1,?,5%,/
Cc1cccc(OCc2nnc(SCC(=O)Nc3cc(C)on3)n2C)c1,1%,2%,-1%
O=C(c1ccc([N+](=O)[O-])s1)N1CCc2ccccc2C1,?,-3%,7%
COc1ccc(C2CC(c3ccc(F)cc3)n3nc(NC(=O)c4ccco4)nc3N2)cc1 (stereo not drawn),-4%,8%,-2%
Cc1ccc(C(=O)Nc2cc(=O)n(C)c(=O)n2C)o1,8%,9%,-16%
CCCCN(CCCC)CCNC(=O)Cn1nc(C)n2c(cc3sccc32)c1=O,?,5%,/
CC(C)COc1cccc(C(=O)NNC(=O)C2COc3ccccc3O2)c1 (stereo not drawn),8%,3%,-2%
CN(C)CCN(C(=O)c1cc(Cl)sc1Cl)c1nc2ccc(F)cc2s1,-20%,5%,-4%
Cc1nn(Cc2ccc(Cl)cc2)c(C)c1NC(=O)c1c(-c2ccccc2)noc1C,-30%,-11%[56.1 µM],10%
CCCCC(CC)c1nnc(NC(=O)c2cccs2)s1 (stereo not drawn),?,6%,?
O=S(=O)(c1ccc(NC(=S)Nc2ccccc2)cc1)N1CCOCC1,-27%,-5%,5%
CCOC(=O)c1cc(-c2ccccc2)n(CCC(=O)N2CCN(c3ccccn3)CC2)c1C,21µM*,5%,-4%

# Structural class: the entries above containing a CF3 group (3)
SMILES,DT40 TDP1 no CPT,TDP1 block,N370S GC mod
COc1ccc(-c2cc(C(C)=O)c(C)n2CCC(=O)Nc2ccc(C(F)(F)F)cc2)cc1,13µM*,5%,/
Nc1nc(N)nc(-c2cc(C(F)(F)F)ccc2Cl)n1,-23%,-1%,-27%
Cc1[nH]n(C(N)=S)c(=O)c1N=Nc1cccc(C(F)(F)F)c1,?,/,-21%

# From PubChem

# Only part of the results is shown (hit frequency here may not be typical).
